# D2 antagonist: antagonists of human D2 dopamine receptor. HEK293 TREx D2 cells, calcium flux, dopamine EC80. inhibition, % at 10 µM. P14416. 340,000 tested, 2% active; in the data active means inhibition above about 30%; further: 0% is about no effect
# Target sequence (P14416 whole entry, looked up): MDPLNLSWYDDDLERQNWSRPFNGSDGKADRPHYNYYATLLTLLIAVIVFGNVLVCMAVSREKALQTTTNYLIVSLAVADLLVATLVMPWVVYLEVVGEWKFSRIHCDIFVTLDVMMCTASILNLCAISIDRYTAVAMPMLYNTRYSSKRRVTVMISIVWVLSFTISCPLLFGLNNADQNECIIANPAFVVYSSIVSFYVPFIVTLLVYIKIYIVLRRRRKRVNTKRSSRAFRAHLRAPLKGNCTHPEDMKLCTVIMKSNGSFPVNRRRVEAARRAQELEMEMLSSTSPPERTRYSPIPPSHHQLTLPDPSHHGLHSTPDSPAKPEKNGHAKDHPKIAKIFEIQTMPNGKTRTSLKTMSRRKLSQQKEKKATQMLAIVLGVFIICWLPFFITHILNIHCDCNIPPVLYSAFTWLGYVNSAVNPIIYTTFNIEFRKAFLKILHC
#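 Compounds are added to dye-loaded, induced HEK293 T-REx cells coupled to calcium release via D2; after a 3 min kinetic read an EC80 dopamine stimulus is given and fluorescence is recorded for 3 more min.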
# D2 ag: activates the human D2 dopamine receptor. HEK293 T-REx D2 cells, calcium flux agonist mode. activation, % at 2 µM. 340,000 tested, 0.53% active. AID 485358;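 active means activation over 3 SD above normal in the single-dose calcium agonist read, cut at about 30% in these data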; further: 0% is about no effect
#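 Tetracycline-induced HEK293 Trex cells with D2 receptor force-coupled to calcium signaling, plated overnight at 30 C and loaded with no-wash calcium dye. Calcium flux read kinetically for 180 s after compound addition; responses flag agonists.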
# D1 antag: blocks dopamine activation of the human D1 receptor | P21728 | 360,000 tested, 3.2% active | HEK293 TREx D1 cells, calcium flux, dopamine EC80; hits give low values | AID 504652 | activity change, negative = inhibition, % at 10 µM; in the data active means activity change below about -30%; further: on the % scale 0 is the no-effect control and ±100 the full control effect
# Target sequence (P21728 whole entry, looked up): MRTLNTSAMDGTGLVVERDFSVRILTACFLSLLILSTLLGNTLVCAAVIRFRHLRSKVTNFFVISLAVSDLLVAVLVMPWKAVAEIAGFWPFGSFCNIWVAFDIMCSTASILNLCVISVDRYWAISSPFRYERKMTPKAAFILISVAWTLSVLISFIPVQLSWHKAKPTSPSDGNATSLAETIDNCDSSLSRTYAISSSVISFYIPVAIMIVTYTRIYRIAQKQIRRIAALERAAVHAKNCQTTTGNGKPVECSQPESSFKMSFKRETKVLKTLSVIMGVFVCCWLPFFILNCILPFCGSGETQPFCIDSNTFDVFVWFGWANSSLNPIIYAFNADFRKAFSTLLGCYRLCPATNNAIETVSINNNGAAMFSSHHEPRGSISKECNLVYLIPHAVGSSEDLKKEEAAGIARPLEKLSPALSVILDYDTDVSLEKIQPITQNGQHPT
#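 Antagonism measured as reduced calcium response to an EC80 dopamine addition following 180 s compound pre-read; cells were inducible HEK293 Trex D1 plated overnight at 30 C, read kinetically at 1 cycle/sec.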
# RXFP1 ag: RXFP1 (human) receptor agonism. 370,000 tested, 0.3% active. Potency, µM (top dose mostly 57.5 µM), inactives show at the top dose activation, usual class: activators. HEK293T-RXFP1 cAMP TR-FRET, 30 min; response scale: percent of porcine relaxin response, buffer zero. AID 2676; active means well fitted activation curve with a large enough effect; inconclusive means small, poorly fitted or top-dose-only effect; further: potency means the concentration at half of the fitted maximal effect; on the % scale 0 is the no-effect control and ±100 the full control effect; nearly all actives have a fitted effect of over 60% in size; many of its hits are not listed in these tables
#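 HEK293T cells stably expressing RXFP1 were pretreated with the PDE4 inhibitor Ro 20174, exposed to compounds for 30 min at 37C, lysed, and cAMP was read by TR-FRET. Data normalized to buffer (basal) and 29 nM porcine relaxin (100%).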
# RXFP1 antagonist: RXFP1 (human) relaxin receptor antagonism; HEK293-RXFP1, relaxin-stimulated cAMP HTRF, 30 min; hits give low values; activity change, negative = inhibition, % at 57.5 µM; 350,000 tested, 0.59% active;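 active means activity change of -60% or lower, but not beyond a set lower limit; inconclusive means change between -60% and -40%, or beyond the set limit; inactive means change above -40%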; further: on the % scale 0 is the no-effect control and ±100 the full control effect
# TRHR enhancer: allosteric enhancers of human TRH receptor | TRHR cells, fluo-8 calcium fluorescence, EC20 TRH enhancement | enhancement, % at 2 µM | 360,000 tested, 0.66% active; in the data active means enhancement above about 30%; further: 0% is about no effect
#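 TRHR-expressing cells loaded with fluo-8 calcium dye were read kinetically (ex 480/em 530) during compound addition, then stimulated with an EC20 of TRH (10 nM final). Enhancement of the Gq-mediated intracellular calcium response was scored.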
# D1 ag: agonists of human D1 dopamine receptor; HEK293 T-REx D1 cells, calcium flux, agonist mode; activation, % at 2 µM; 360,000 tested, 1% active; AID 504660; in the data active means activation above about 30%; further: 0% is about no effect
#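 Agonism was scored from calcium flux recorded over 180 s (1 read/s) after pintool compound addition, following a 10-cycle baseline. Cells were inducible force-coupled HEK293 TREx D1, plated overnight at 30 C and loaded with no-wash calcium dye.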
# D1 potentiator: human D1 dopamine receptor positive modulation. P21728. potentiation, % at 10 µM. HEK293 TREx D1 cells, calcium flux, dopamine EC20 potentiation. 360,000 tested, 0.036% active; in the data active means potentiation above about 30%; further: 0% is about no effect
# D2 PAM: positively modulates the human D2 dopamine receptor allosterically | potentiation, % at 10 µM | 340,000 tested, 0.34% active | AID 485347 | HEK293 T-REx D2, calcium flux, EC20 dopamine potentiation;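 active means potentiation over 3 SD above the plate norm, cut at about 30% in these data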; further: 0% is about no effect
#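 Using a no-wash calcium dye in inducible, force-coupled HEK293 Trex cells expressing D2, we tracked fluorescence each second for 180 s after compound, then for 180 s after EC20 dopamine to detect augmented signalling.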
# Active calls of the source: *; ? = inconclusive; / = not tested or not shown; & = joins results of further samples. An excerpt (hit frequency here may not be typical).
SMILES,D2 antagonist,D2 ag,D1 antag,RXFP1 ag,RXFP1 antagonist,TRHR enhancer,D1 ag,D1 potentiator,D2 PAM
CS(=O)(=O)N(CC(O)Cn1c2ccccc2c2ccccc21)c1ccccc1 (stereo not drawn),-3,0.2,-8,2.2%,4,6,13,7,13
O=C(c1ccccc1)c1cn[nH]c1-c1ccccc1O,-6,0.9,3,1.1%,10,3,4,1,-5
CCCCNC(=O)COC(=O)c1c2c(nc3ccccc13)CCC2,16,-1.3,2,2.2%,2,-11,-1,-6,-10
CCOC(=O)c1cnn(-c2cc(Oc3ccccc3C)ncn2)c1N,-19,-0.2,4,0.2%,-12,-10,0,-2,-8
O=C(O)CCCNS(=O)(=O)c1ccc2ccccc2c1,-1,0.6,1,-0.7%,-13,6,1,-4,-11
CN(C)S(=O)(=O)c1ccc(C(=O)N2CC(=O)Nc3ccc(F)cc3C2c2ccc(F)cc2)cc1 (stereo not drawn),/,/,4,3.7%,-2,-5,5,-1,-1
COc1ccc(/C=C(\C#N)C(=O)N2COCC2(C)C)cc1,1,-0.4,8,0.0%,8,5,3,-10,-3
Cc1cc(C(=O)NC(Cc2ccccc2)C(=O)O)c(C)o1 (stereo not drawn),9,0.9,-14,6.7%,-4,0,4,-1,-4
Cc1cc(C)nc(SC(C)C(=O)N/N=C/c2cccs2)n1 (stereo not drawn),23,0.6,13,2.2%,14,7,1,-1,12
Clc1ccc2c(NCc3ccccc3)ccnc2c1,1,0.0,-38*,-3.5%,-3,17,21,-5,-7
O=C(O)CCCn1c(O)c(C=C2N=c3ccccc3=N2)sc1=S,-17,-0.5,3,0.0%,-17,-1,2,3,10
Cc1ccc(N2CC(C(=O)Nc3nccs3)CC2=O)cc1 (stereo not drawn),8,0.2,-7,1.5%,-2,-1,0,-4,5
OCCCNCc1ccc(Cl)cc1Cl,-5,-0.4,1,-0.4%,-2,3,3,12,-9
CNC(=O)NC(=O)C(OC(=O)c1cccc(S(=O)(=O)N2CCCCC2)c1)c1ccccc1 (stereo not drawn),-14,1.6,15,-0.3%,/,10,8,10,5
CC1CCC(NC(=O)CCn2ccc3cc(S(=O)(=O)N4CCCC4)ccc32)CC1 (stereo not drawn),-6,-0.7,-2,0.3%,12,8,1,-2,5
CCC(C(=O)NCCCN(CC)Cc1ccccc1)n1nc(C)c2sc3ccccc3c2c1=O (stereo not drawn),13,-1.4,13,4.8%,-3,-1,3,-6,-5
COc1ccc(S(=O)(=O)N2CCC(C(=O)NC3CC(C)(C)NC(C)(C)C3)CC2)cc1,7,0.2,-19,1.2%,-3,-1,2,-3,9
Cc1onc(-c2ccccc2)c1C(=O)N1CCN(C/C=C/c2ccccc2)CC1,10,0.7,1,-0.8%,/,5,13,/,25
COc1ccccc1NC(=O)C1CCN(S(=O)(=O)c2cn(C)cn2)CC1,/,0.6,-3,-0.6%,9,-1,-1,1,-4
COc1ccc(C(=O)Nc2ccc3c(c2)CCCN3S(=O)(=O)c2ccc(C)cc2)cc1,/,-2.0,-13,1.2%,-7,-8,6,0,-12
CCOc1ccc(-n2c(SCC(=O)Nc3ccc(F)cc3)nc3c([nH]c4ccccc43)c2=O)cc1,/,1.4,-4,0.4%,/,-1,2,1,-2
O=C1C2C3C=CC(C3)C2C(=O)N1Cc1ccccc1 (stereo not drawn),3,2.5,-9,-0.1%,-2,-2,8,2,8
CNC(=O)COC(=O)/C=C/c1cccc(F)c1,17,0.6,-1,-1.9%,1,0,2,-5,1
CCC(C)(C)NC(=O)Cn1c(=O)ccc2cc(S(=O)(=O)N3CCC(C)CC3)ccc21,/,0.3,2,0.1%,-10,-7,-1,-2,13
O=C1CC(=C(c2ccccc2)c2ccccc2)C(=O)N1CCCN1CCN(c2cccc(Cl)c2)CC1,11,-0.9,5,-0.1%,-2,0,1,-7,-6

# Reformatted with values under each structure: entries from further up
# Order of values: D2 antagonist	D2 ag	D1 antag	RXFP1 ag	RXFP1 antagonist	TRHR enhancer	D1 ag	D1 potentiator	D2 PAM
CS(=O)(=O)N(CC(O)Cn1c2ccccc2c2ccccc21)c1ccccc1 (stereo not drawn)
    -3	0.2	-8	2.2%	4	6	13	7	13
O=C(c1ccccc1)c1cn[nH]c1-c1ccccc1O
    -6	0.9	3	1.1%	10	3	4	1	-5
CCCCNC(=O)COC(=O)c1c2c(nc3ccccc13)CCC2
    16	-1.3	2	2.2%	2	-11	-1	-6	-10
CCOC(=O)c1cnn(-c2cc(Oc3ccccc3C)ncn2)c1N
    -19	-0.2	4	0.2%	-12	-10	0	-2	-8
O=C(O)CCCNS(=O)(=O)c1ccc2ccccc2c1
    -1	0.6	1	-0.7%	-13	6	1	-4	-11
CN(C)S(=O)(=O)c1ccc(C(=O)N2CC(=O)Nc3ccc(F)cc3C2c2ccc(F)cc2)cc1 (stereo not drawn)
    /	/	4	3.7%	-2	-5	5	-1	-1
COc1ccc(/C=C(\C#N)C(=O)N2COCC2(C)C)cc1
    1	-0.4	8	0.0%	8	5	3	-10	-3
Cc1cc(C(=O)NC(Cc2ccccc2)C(=O)O)c(C)o1 (stereo not drawn)
    9	0.9	-14	6.7%	-4	0	4	-1	-4
Cc1cc(C)nc(SC(C)C(=O)N/N=C/c2cccs2)n1 (stereo not drawn)
    23	0.6	13	2.2%	14	7	1	-1	12
Clc1ccc2c(NCc3ccccc3)ccnc2c1
    1	0.0	-38*	-3.5%	-3	17	21	-5	-7
O=C(O)CCCn1c(O)c(C=C2N=c3ccccc3=N2)sc1=S
    -17	-0.5	3	0.0%	-17	-1	2	3	10
Cc1ccc(N2CC(C(=O)Nc3nccs3)CC2=O)cc1 (stereo not drawn)
    8	0.2	-7	1.5%	-2	-1	0	-4	5
OCCCNCc1ccc(Cl)cc1Cl
    -5	-0.4	1	-0.4%	-2	3	3	12	-9
CNC(=O)NC(=O)C(OC(=O)c1cccc(S(=O)(=O)N2CCCCC2)c1)c1ccccc1 (stereo not drawn)
    -14	1.6	15	-0.3%	/	10	8	10	5
CC1CCC(NC(=O)CCn2ccc3cc(S(=O)(=O)N4CCCC4)ccc32)CC1 (stereo not drawn)
    -6	-0.7	-2	0.3%	12	8	1	-2	5
CCC(C(=O)NCCCN(CC)Cc1ccccc1)n1nc(C)c2sc3ccccc3c2c1=O (stereo not drawn)
    13	-1.4	13	4.8%	-3	-1	3	-6	-5
COc1ccc(S(=O)(=O)N2CCC(C(=O)NC3CC(C)(C)NC(C)(C)C3)CC2)cc1
    7	0.2	-19	1.2%	-3	-1	2	-3	9

# Following part:
SMILES,D2 antagonist,D2 ag,D1 antag,RXFP1 ag,RXFP1 antagonist,TRHR enhancer,D1 ag,D1 potentiator,D2 PAM
CCOC(=O)c1ccc(NC(=O)c2cc(S(=O)(=O)N3CCOCC3)cn2C)cc1,20,1.8,-23,2.2%,-4,-2,5,0,8
COC(=O)c1ccc(COc2cc([N+](=O)[O-])cc3cccnc23)cc1,0,0.4,0,-0.4%,3,0,0,6,1
COc1ccc(NC(=O)Cn2cc(C(=O)C3CC3)c3ccccc32)cc1,9,-0.7&-0.5,-6&-4,0.2%&12%,-10&-17,-2&6,4&3,-3&2,-14&5
Cc1cccc(N2CCN(C(=O)C(C)C)CC2)c1C,-8,0.2,-6,-1.7%,-1,-3,0,-4,-13
C[C@H](NC(N)=O)C(=O)Nc1ccc2c(c1)OCO2,3,-1.8,-2,-8.6%,8,5,3,-3,6
C=C(C)CSc1nnc(-c2ccc(OC)c(OC)c2)n1N,-7,-0.7,0,3.3%,1,14,1,-5,2
c1ccc(SCCc2ccncc2)cc1,-13,0.1,-7,0.4%,-8,1,4,-4,-9
COc1ccc(-n2nc(C(=O)NCC(=O)N3CCN(c4ccccc4F)CC3)c3ccccc3c2=O)cc1OC,/,/,-30,-1.7%,4,3,5,-6,/
Cc1n[nH]c(=S)n1-c1ccccc1,-10,-0.2,-2,-1.2%,?,-1,6,5,2
CSc1cc(CS(=O)(=O)c2ccccc2)nc(-c2ccccc2)n1,8,0.3,-5,2.4%,0,3,1,5,-2
[O-]/C(=C(\C(=S)NCCN1CCOCC1)[n+]1ccccc1)c1ccc(Cl)s1,5,-3.1,2,0.9%,-30,5,3,0,12
C/C(=N\NC(=O)c1cccs1)c1ccc2ccccc2c1,6,-1.0,-1,-3.1%,-1,-3,3,-10,-7
CC(C)(C)c1ccc(C(=O)N2CC(=O)Nc3ccc(F)cc3C2c2ccc(F)cc2)cc1 (stereo not drawn),/,8.1,8,-0.2%,-25,-1,8,3,-17
CCN(CC)CCNC(=O)Cc1nn(Cc2ccccc2)c(=O)c2ccccc12,-4,-0.6,33,3.1%,-10,1,2,2,7
C=CCn1c(C)nnc1SCC(=O)Nc1nccs1,-10,0.0,-7,2.0%,-2,11,2,-4,-4
Cc1cc(S(=O)(=O)Nc2ccc(-c3ccc(N4CCCCC4)nn3)cc2)c(C)cc1Cl,/,-0.4,-7,1.4%,-31,-3,11,-2,-2
COc1ccc(CCC(=O)N(c2nnc(-c3cccnc3)s2)C(C)C)cc1,-22,-0.7,-1,0.7%,-12,-6,2,2,-2
COc1ccc(OC)c(NC(=O)CC2(CC(=O)O)CCCC2)c1,-9,0.1,-9,1.7%,-13,-4,1,1,-2
COc1ccc(C(=O)CN2C(=O)NC3(CCCCC3)C2=O)cc1OC,-11,0.0,8,5.2%,4,11,2,4,-3
Cc1c(C(=O)Nc2cccc(C#N)c2)sc2nc3n(c(=O)c12)CCCCC3,/,-0.1,4,2.2%,-13,-4,2,-3,6
CCOC(=O)c1cnc2c(C)c(Cl)ccc2c1N1CCN(CC)CC1,22,-1.0,-19,-0.6%,?,5,13,-16,-2
Cc1nnc(NC(=O)C2CCCO2)s1 (stereo not drawn),-5,0.5,-6,0.1%,-12,-4,-1,0,16
Cc1nn(-c2cccc(Cl)c2)nc1C(=O)Nc1cccc(C(=O)NC2CC2)c1,-5,0.6,14,-0.8%,-7,6,1,0,-2
